SENP7 inh – inhibitors of human SENP7 protease; 1.5% of 330,000 active; Q9BQF6; recombinant SENP7, Z-RLRGG-aminoluciferin luminescence, 40 min; inhibition, % at 5 µM;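 active = inhibition above about 50% at the single test dose, limit read from the data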;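 note: plate controls were DMSO with enzyme for no effect and no enzyme buffer wells for full effect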
MPTP inh – inhibitors of mitochondrial permeability transition pore; isolated mouse mitochondria, Ca2+ swelling absorbance, 30 min; inhibition, % at 10 µM; 1.4% of 360,000 active; AID 602449;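 active = inhibition of 50% or more, scaled per plate between neutral and stimulator controls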;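 note: 0% = DMSO wells given calcium and 100% = 1 mM EGTA wells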
SENP6 inh – SENP6 protease inhibition; Q9GZR1; Recombinant SENP6 catalytic domain, aminoluciferin luminescence; inhibition, % at 10 µM; 1.8% of 330,000 active;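 active = inhibition above about 50% at the single tested dose, limit read from the data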;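 note: plate controls were DMSO wells with enzyme for no effect and DMSO wells lacking enzyme for full effect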
Target sequence (Q9GZR1 628-1112 limits assumed): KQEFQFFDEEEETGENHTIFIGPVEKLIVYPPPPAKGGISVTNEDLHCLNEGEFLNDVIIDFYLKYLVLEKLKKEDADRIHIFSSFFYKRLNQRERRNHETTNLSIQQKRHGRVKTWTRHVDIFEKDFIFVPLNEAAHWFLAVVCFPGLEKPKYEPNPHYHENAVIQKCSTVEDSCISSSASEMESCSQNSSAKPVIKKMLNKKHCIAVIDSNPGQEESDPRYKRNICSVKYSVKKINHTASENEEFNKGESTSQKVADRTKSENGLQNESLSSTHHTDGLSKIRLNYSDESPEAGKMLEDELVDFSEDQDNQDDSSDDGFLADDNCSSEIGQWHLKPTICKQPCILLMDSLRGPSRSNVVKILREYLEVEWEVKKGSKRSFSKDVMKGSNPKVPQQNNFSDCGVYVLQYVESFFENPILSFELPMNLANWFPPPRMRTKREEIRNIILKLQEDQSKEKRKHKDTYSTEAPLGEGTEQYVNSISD
PfG6PD inh – PfG6PD (Plasmodium falciparum) enzyme inhibition | PfGluPho enzyme, NADPH resazurin-diaphorase fluorescence | inhibition, % at 20 µM | 0.78% of 350,000 active | AID 504690;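 active = inhibition reaching at least a set limit at 20 µM in the primary screen, cut at about 59% in these data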;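 note: 0% = DMSO wells with substrate and 100% = DMSO wells lacking glucose-6-phosphate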
ATG4B inh – blocks human ATG4B protease cleavage of LC3 substrate; 0.51% of 340,000 active; Q9Y4P1; inhibition, % at 8.33 µM; ATG4B cleavage of LC3-PLA2, NBD-HPC fluorescence, 1 h; in the data active = inhibition above about 40%
HKDC1 inhibitor – inhibitors of human hexokinase HKDC1; Q2TB90; recombinant HKDC1, G6PDH/diaphorase resazurin coupled fluorescence; inhibition, % at 20 µM; 0.16% of 340,000 active;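 active = inhibition above about 35% when tested at 20 µM, limit read from the data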;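 note: plate controls were DMSO wells with enzyme for no effect and DMSO wells lacking enzyme for full effect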
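System: Recombinant HKDC1 hexokinase | Amount: HKDC1 at 5 µg/mL | Reagent: Glucose with 1 mM ATP | Doses: Single 20 µM dose | Incubation: Reaction time 90 min, room temperature, protected from light | Signal: Coupled resazurin fluorescence, excitation 525 nm, emission 613 nm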
SENP8 inh – SENP8 (human) protease inhibition; recombinant SENP8, Nedd8 substrate fluorescence; inhibition, % at 20 µM; 0.64% of 360,000 active; AID 602440; in the data active = inhibition mostly above about 40%, no sharp cut-off; inactive = mostly below about 27%
Target sequence (Q96LD8 whole entry, looked up): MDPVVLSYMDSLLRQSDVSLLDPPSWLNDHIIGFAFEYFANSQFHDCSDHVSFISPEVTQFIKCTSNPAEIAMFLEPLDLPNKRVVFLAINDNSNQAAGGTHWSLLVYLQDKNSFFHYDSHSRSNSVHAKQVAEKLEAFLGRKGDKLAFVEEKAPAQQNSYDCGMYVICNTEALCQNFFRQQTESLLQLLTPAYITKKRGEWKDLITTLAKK
GRIN3A LBD mod – modulates the human NR3A ligand-binding domain; 2.5% of 340,000 active; Tm shift relative to glycine control, % at 25 µM; NR3A LBD differential scanning fluorimetry, Tm shift; 0% = protein alone, 100% = glycine-bound protein;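 active = melting temperature shift of at least 10% of the positive control shift, at one fixed dose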
An asterisk follows results filed as active; . = not tested or not shown.

HKDC1 inhibitor	MPTP inh	GRIN3A LBD mod	ATG4B inh	PfG6PD inh	SENP7 inh	SENP6 inh	Structure	SENP8 inh
0	2.0	-7	4	-23	1	10	O=C(c1ccco1)N1N=C(c2cccs2)CC1c1cc([N+](=O)[O-])ccc1O (stereo unspecified)	9
-4	-2.3	0	5	22	-11	-15	S=c1[nH]nc(Cc2noc3ccccc23)n1-c1ccc(Cl)cc1	9
14	1.5	-1	-3	66*	-3	43	CCCN1CCCc2cc(CN)ccc21	-339
-4	-1.3	1	-2	-6	-4	-5	COc1ccccc1OCC(=O)Nc1ccccc1C(=O)Nc1cccc(C(=O)O)c1	9
-9	-0.7	-2	2	-9	3	9	CCCCn1c(NCc2ccccn2)nc2ccccc21	19
-6	-2.3	0	-7	-2	-1	-14	Fc1ccc(NC(=S)N2CCCC2)cc1	20
5	1.2	-4	-2	-11	-4	-10	O=C(COC(=O)c1ccc(S(=O)(=O)NCc2ccco2)cc1)NCC1CCCCC1	1
-6	-0.7	-2	3	2	4	0	CCOC(=O)C1C2C=CC3(CN(c4ccc(Cl)c(F)c4)C(=O)C13)O2 (stereo unspecified)	5
2	-0.9	2	7	30	-5	-3	CCn1c(SCc2nc(-c3ccccc3)no2)nc2ccccc21	6
4	1.6	-6	-32	17	-2	-14	C=CC1CN(C(=O)OCC(Cl)(Cl)Cl)C2CC3c4ccc(OC)cc4NC3C3CC1C2CO3 (stereo unspecified)	12
-2	0.7	-11	0	4	12	-15	Cc1ccn2c(C(=O)CSc3ccc(Cl)cc3)c(C)nc2c1	18
-1	-1.7	-2	-1	-13	-2	-16	CCOC(=O)Nc1cc(C(=O)OC)ccc1C	32
-10	2.2	-7	-5	4	-1	11	COc1cccc(C(=O)Nc2nc(-c3ccccc3)c(-c3ccccc3)o2)c1	3
2	-0.5	-1	2	-11	-10	8	Cc1cc([N+](=O)[O-])c(NCCCCCCO)c([N+](=O)[O-])c1	35
-3	0.6	0	9	3	0	-17	COc1ccc(S(=O)(=O)N2CCC(C(=O)N(C)Cc3ccc(C)o3)CC2)cc1OC	0
1	22	5	-8	10	-6	0	CCC(C(=O)OCC(=O)Nc1ccc(Cl)c(S(=O)(=O)N(C)C)c1)c1ccccc1 (stereo unspecified)	17
-6	0.9	1	3	-13	-12	-4	Cc1ccc(C(=O)CSc2nnc(-c3cccnc3)n2N)cc1	8
1	0.2	-1	1	-14	12	-3	CC1=C(C(=O)NC2CC(C)(C)Cc3c2cnn3-c2cccc(F)c2)OCCO1 (stereo unspecified)	7
-3	-1.7	0	0	0	-7	-4	Cc1ccccc1CNC(=O)CCC(=O)N1CCOc2ccccc21	16
-4	-2.0	-1	0	-10	-4	-4	O=C(CSc1nnnn1C1CC2C=CC1C2)Nc1ccc(C(=O)O)cc1 (stereo unspecified)	11
-6	-1.6	-4	0	3	10	0	O=C(NCc1ccccc1)C1CCC(=O)N(CCCN2CCCC2=O)C1 (stereo unspecified)	11
5	-0.2	-1	14	8	-2	6	COc1cccc(/C=C2\SC(=S)N(C(Cc3ccccc3)C(=O)O)C2=O)c1 (stereo unspecified)	8
-5	-0.3	-3	3	7	33	56*	O=C(c1cc(-c2ccc(Cl)cc2)on1)N1CCCC1	20
-2	5.7	0	-7	4	-10	4	COC(=O)c1c(C)[nH]c(C(=O)C(C)OC(=O)C2CC(=O)N(c3ccc(C)cc3)C2)c1C (stereo unspecified)	4

Arranged by the number under GRIN3A LBD mod (smallest number first): five of the compounds above.
HKDC1 inhibitor	MPTP inh	GRIN3A LBD mod	ATG4B inh	PfG6PD inh	SENP7 inh	SENP6 inh	Structure	SENP8 inh
-6	-1.6	-4	0	3	10	0	O=C(NCc1ccccc1)C1CCC(=O)N(CCCN2CCCC2=O)C1 (stereo unspecified)	11
-5	-0.3	-3	3	7	33	56*	O=C(c1cc(-c2ccc(Cl)cc2)on1)N1CCCC1	20
-4	-2.0	-1	0	-10	-4	-4	O=C(CSc1nnnn1C1CC2C=CC1C2)Nc1ccc(C(=O)O)cc1 (stereo unspecified)	11
-3	-1.7	0	0	0	-7	-4	Cc1ccccc1CNC(=O)CCC(=O)N1CCOc2ccccc21	16
-6	0.9	1	3	-13	-12	-4	Cc1ccc(C(=O)CSc2nnc(-c3cccnc3)n2N)cc1	8

The results go on:
HKDC1 inhibitor	MPTP inh	GRIN3A LBD mod	ATG4B inh	PfG6PD inh	SENP7 inh	SENP6 inh	Structure	SENP8 inh
2	-2.0	-1	-9	18	-2	-23	C#Cc1ccc([C@@H]2C=C(C(=O)N3CCN(Cc4ccc5c(c4)OCO5)CC3)O[C@H](OCCCCO)C2)cc1	-56
-1	-0.6	2	-11	-10	5	-5	Cc1ccc(C(=O)OCC(=O)NN2C(=O)NC3(CCC(C)CC3)C2=O)cc1 (stereo unspecified)	8
2	0.8	2	-9	13	5	-9	CCOCCCNC(=O)c1cc2cc3cc(OC)ccc3nc2o1	-276
-6	-1.1	0	-3	-2	-8	-18	Cc1ccccc1-n1ncc2c1CC(C)(C)CC2NC(=O)C1=CC(=O)CC(C)(C)O1 (stereo unspecified)	-15
-13	2.3	0	10	3	29	11	Cc1ccc(C(=O)OCC(=O)NC(=O)c2cccn2C)cc1	7
-6	2.5	0	2	12	-2	-1	C=CCOc1nc2c(c(=O)n(C)c(=O)n2C)n1Cc1ccccc1Cl	8
10	0.4	7	3	-4	-3	-13	CC[C@@H]1CC=C[C@H]2[C@H]1C(=O)N(Cc1ccccc1)[C@H]2c1ccc(OC)c(Cl)c1	7
21	4.0	-3	6	-4	0	-8	COC(=O)c1cc(N=Nc2sc(N)nc2C)cc(C(=O)OC)c1	27
-6	0.3	-1	-6	-5	.	.	COCCn1cnc2c1c(=O)n(CC(=O)NC(=O)NC(C)(C)C)c(=O)n2Cc1ccccc1	14
-4	-0.1	-1	0	0	3	-13	CCN(Cc1ccncc1)C(=O)C1CCC(=O)N(Cc2ccc(Cl)cc2)C1 (stereo unspecified)	15
1	1.3	0	-8	7	7	3	CCN(C[C@H]1N[C@@](Cc2ccccc2)(C(=O)OC)[C@H]2C(=O)N(Cc3ccccc3)C(=O)[C@@H]12)C(=O)c1ccc(F)cc1	13
-8	-0.3	-3	4	22	-1	-15	COc1ccc(-c2n[nH]c(=S)n2/N=C/C=C\c2ccccc2OC)cc1	3
-1	3.1	4	-1	2	2	-3	Nc1nc(NCc2ccc(Cl)cc2)nc(NCCO)c1[N+](=O)[O-]	20
1	-0.3	4	-8	17	8	-17	O=[N+]([O-])c1cccc(-c2csc(CS(=O)(=O)Cc3ccco3)n2)c1	24
-4	2.1	-2	-7	-4	7	-11	COc1ccc(-n2ncc(C(=O)N3CCN(c4ccc(F)cc4)CC3)c2C)cc1	12
26	2.6	-1	-4	18	-5	20	O=C1/C(=C2\C(=O)N(Cc3ccc(F)cc3)c3ccccc32)SC(=S)N1CCS(=O)(=O)O	20

2 entries from above, with values ahead of the structure:
HKDC1 inhibitor	MPTP inh	GRIN3A LBD mod	ATG4B inh	PfG6PD inh	SENP7 inh	SENP6 inh	SENP8 inh	SMILES
-4	-0.1	-1	0	0	3	-13	15	CCN(Cc1ccncc1)C(=O)C1CCC(=O)N(Cc2ccc(Cl)cc2)C1 (stereo unspecified)
1	-0.3	4	-8	17	8	-17	24	O=[N+]([O-])c1cccc(-c2csc(CS(=O)(=O)Cc3ccco3)n2)c1

Next part
HKDC1 inhibitor	MPTP inh	GRIN3A LBD mod	ATG4B inh	PfG6PD inh	SENP7 inh	SENP6 inh	Structure	SENP8 inh
4	-3.0	3	-6	4	-6	-11	COc1ccc(O)c(C(=O)c2cnn(-c3ccccn3)c2)c1	-14
-2	-0.9	1	1	-14	-1	-5	O=C(c1cc(=O)[nH]c2ccccc12)N1CCN(S(=O)(=O)c2ccc(Cl)cc2)CC1	-132
-4	-1.7	-6	4	2	3	2	CC(C)C(c1nnnn1C1CCCC1)N1CCN(c2ccccc2F)CC1 (stereo unspecified)	24
0	0.0	-2	3	15	3	8	CN(CC(=O)Nc1ccc(OC(F)(F)F)cc1)C(=O)Cc1ccc2c(c1)CCC2	3
-6	1.0	0	-7	9	0	-4	Cc1cc(C)c(C(N)=O)c(SCC(=O)c2cc(C)c(C)cc2C)n1	-48
-1	-1.2	1	-4	5	-2	9	CCOc1ccc(S(=O)(=O)N2CCC(C(=O)NCc3cccnc3)CC2)cc1	2
-7	0.4	1	-2	18	-5	3	COc1ccc(C(=O)OCCOc2cccc(Cl)c2)cc1S(=O)(=O)N1CCOCC1	4
2	-0.7	0	6	-5	1	10	COC(=O)N1c2ccccc2C=Cc2ccccc21	15
8	-0.3	-7	-6	-1	4	13	CSc1nc2ccc(NC(=O)C3CCCO3)cc2s1 (stereo unspecified)	14
-4	-0.4	0	-5	-9	-5	14	COc1cc(COCC(O)CN2CCc3ccccc3C2)cc(OC)c1OC (stereo unspecified)	10
-5	3.3	0	-2	5	-2	6	CC(NC(=O)c1cc(S(=O)(=O)N(C)C)ccc1N1CCCC1)C1CC2CCC1C2 (stereo unspecified)	12
2	3.5	6	-11	-8	-4	-11	C/C(=N\NS(=O)(=O)c1ccc(C)c([N+](=O)[O-])c1)c1cc2ccccc2o1	-1
-2	-0.5	-1	-3	-3	1	-8	NS(=O)(=O)c1ccc(CCNC(=O)c2ccc(OCC3CCCO3)cc2)cc1 (stereo unspecified)	17
14	-1.0	0	-13	14	-3	-6	COc1ccc(CC(=O)OCc2cc3ccc(C)cc3[nH]c2=O)cc1	-90
-2	-1.2	3	-4	11	-6	-4	COC(=O)[C@]1(C)N[C@H](c2ccc(SC3CCCCC3)c(OC)c2)[C@@H]2C(=O)N(C)C(=O)[C@@H]21	-114
-2	-2.9	5	-10	8	-9	6	C=CCC(NCc1ccccc1)c1ccc(C)o1 (stereo unspecified)	5
-2	-0.1	-1	-9	-2	8	-9	COc1ccc(OC)c(NC(=O)CSc2nn3c(=O)c(C)nnc3s2)c1	4
-4	0.7	-3	-5	17	0	-11	C(=N\Nc1nncn1/N=C/c1ccco1)/c1ccco1	26
